DAX1 inh-1 = inhibits human nuclear receptor DAX1 | AID 504766 | HEK293 Gal4-DAX1 luciferase reporter, luminescence | P51843 | actives 0.99% (n = 340,000) | inhibition, % at 6.75 µM;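 active = inhibition above the mean over all tested compounds plus 3 SD, cut at about 4.2% in these data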;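 also: 0% = DAX1-transfected cells with DMSO and 100% = empty-vector control cells with DMSO; inhibition shows as a rise in luminescence from relieved DAX1 repression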
Target sequence (P51843 207-470 limits assumed): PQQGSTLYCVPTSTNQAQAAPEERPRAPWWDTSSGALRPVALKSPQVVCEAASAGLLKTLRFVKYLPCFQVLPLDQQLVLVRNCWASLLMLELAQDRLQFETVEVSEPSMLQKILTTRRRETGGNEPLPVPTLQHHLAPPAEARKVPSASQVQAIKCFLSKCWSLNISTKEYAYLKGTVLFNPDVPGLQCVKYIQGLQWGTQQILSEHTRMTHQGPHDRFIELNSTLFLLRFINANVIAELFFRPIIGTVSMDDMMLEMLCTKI
DAX1 inh-2 = blocks DAX1 repression of SF-1 activated StAR promoter; HEK293T StAR-luciferase reporter, SF-1/DAX-1 repression relief; inhibition, % at 6.8 µM; actives 1.1% (n = 370,000); AID 652010;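 active = inhibition above the mean over all tested compounds plus 3 SD, cut at about 3.6% in these data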;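 also: 0% = DAX-1 cells with DMSO and 100% = cells lacking DAX-1 with DMSO; higher inhibition means more luminescence from relief of DAX-1 repression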
FXN GAA850 act = increases GAA850 frataxin promoter reporter activity; HEK293 lucGAA850 FXN promoter luciferase reporter, 24 h; percent of 10 µM SAHA response; activation, % at 6 µM; actives 0.56% (n = 360,000); AID 540364;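 active = activation above the average of all compounds screened plus 3 SD, cutoff fixed separately per campaign, cut at about 7.5% in these data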;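 also: 0% = DMSO wells and 100% = 10 µM SAHA wells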
PLC-beta3 inh = inhibitors of human phospholipase C beta3; inhibition, % at 12.2 µM; actives 0.18% (n = 370,000); AID 720704; Q01970; Purified PLC-beta3, fluorogenic substrate, fluorescence; in the data active = inhibition above about 11%;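 also: 0% = median of compound wells on plate and 100% = full blocker control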
hgDAF12 agonist = agonists of H. glycines DAF-12 nuclear receptor; HEK293 GAL4-hgDAF12 UAS-luciferase reporter, agonist luminescence; normalized to butyrate control; activation, % at 6.8 µM; actives 1.8% (n = 370,000);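 active = activation above a cutoff set at the mean of all screened compounds plus 3 SD, cut at about 10% in these data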;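 also: 0% = DMSO wells and 100% = sodium butyrate wells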
hcDAF12 agonist = H. contortus DAF-12 activation, primary screen. actives 1.4% (n = 370,000). HEK293 hcDAF-12 lit1-tk-luc reporter, luminescence; 0% DMSO, 100% Δ7-dafachronic acid. AID 652067. activation, % at 6.8 µM;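 active = activation above the mean of all tested compounds plus 3 SD, cut at about 5.5% in these data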;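 also: 100% = response to 3 µM Δ7-dafachronic acid high control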
Rev-erbA mod = Rev-erb alpha (human) modulation; P20393; Rev-erbα–FITC-DNA binding, fluorescence polarization, 90 min; activity, % at 10 µM; actives 0.79% (n = 370,000); AID 1259318;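 active = activity above about 14%, limit read from the data; passing the limit was not always enough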;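 also: 0% = DMSO wells with 35 nM protein and 100% = DMSO wells with 750 nM protein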
sPLA2-III inh = Inhibits HGIII-sPLA2 liposome hydrolysis, primary screen | Q9NZ20 | QFRET BODIPY PC-A2 liposome hydrolysis, fluorescence | inhibition, % at 12.2 µM | actives 0.56% (n = 370,000) | AID 743126;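 active = inhibition above mean plus 3 SD of compounds lying within the high and low control bounds, cut at about 19% in these data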;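 also: 0% = median of test compound wells and 100% = no enzyme DMSO wells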
Target sequence (Q9NZ20 whole entry, looked up): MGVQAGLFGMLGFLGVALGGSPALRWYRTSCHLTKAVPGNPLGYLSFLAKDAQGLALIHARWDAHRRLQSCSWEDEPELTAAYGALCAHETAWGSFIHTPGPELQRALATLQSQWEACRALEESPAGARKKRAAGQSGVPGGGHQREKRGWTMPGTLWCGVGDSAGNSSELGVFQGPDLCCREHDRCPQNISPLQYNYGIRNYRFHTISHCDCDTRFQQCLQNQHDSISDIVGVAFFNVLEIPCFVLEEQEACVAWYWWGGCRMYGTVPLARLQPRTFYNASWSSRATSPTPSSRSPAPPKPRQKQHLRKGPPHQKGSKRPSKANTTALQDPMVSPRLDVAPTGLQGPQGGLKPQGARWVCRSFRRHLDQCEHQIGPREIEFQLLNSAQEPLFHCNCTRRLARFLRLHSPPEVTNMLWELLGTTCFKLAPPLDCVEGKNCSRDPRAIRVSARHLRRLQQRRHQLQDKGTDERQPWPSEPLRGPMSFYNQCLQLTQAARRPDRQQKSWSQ
PG9 binder = PG9 antibody binding by small molecule | TR-FRET gp120-PG9 antibody binding | inhibition, % at 6.7 µM | actives 0.43% (n = 360,000); in the data active = inhibition above about 8.5%
SMARCA2 act = activators of SMARCA2 function | MG213 cells, MMTV-luciferase reporter, dexamethasone, overnight | activation, % at 9.1 µM | actives 1% (n = 370,000) | AID 652017; in the data active = activation above about 7.8%;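 also: 0% = vehicle wells and 100% = reference activator wells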
ssDAF12 agonist = activates DAF-12 receptor from parasite S. stercoralis. HEK293 ssDAF-12/GRIP1 lit1-tk-luc reporter, luminescence; % of 3 µM dafachronic acid response. activation, % at 6.8 µM. actives 1% (n = 370,000). AID 652126;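 active = activation above the mean over all tested compounds plus 3 SD, cut at about 0.9% in these data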;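 also: 0% = DMSO-only wells and 100% = 3 µM delta7-dafachronic acid wells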
* marks the source's active call; other numbers are inactive results; i = inactive; · = no result given.

compound,DAX1 inh-1,DAX1 inh-2,FXN GAA850 act,PLC-beta3 inh,hgDAF12 agonist,hcDAF12 agonist,Rev-erbA mod,sPLA2-III inh,PG9 binder,SMARCA2 act,ssDAF12 agonist
N#CC1(NC(=O)CSc2nc3ccccc3o2)CCCCC1,4.9*,0.5,-0.4,2,0.2,-2.3,3,10,3.1,0,-1.1
CCOC(=O)c1c(C)c(C(=O)N2CCN(c3ccccc3)CC2)c(C)n1C,-0.2,-0.6,2.2,0,-3.1,0.9,2,1,-0.3,1,-1.9
Cc1ccc2c(C)c(C(=O)N3CCC(N4CCC(C(=O)NC5CC5)CC4)CC3)oc2c1,-0.8,0.5,-1.5,-3,-0.5,-0.7,5,0,-2.2,6,-2.1
CCOc1cc2nc(-c3ccc(OC)c(OC)c3)nc(N3CCOCC3)c2cc1OC,·,-0.6,·,-96,-2.4,-1.1,0,1,0.7,-1,-1.5
COc1ccc2oc(C(=O)N3CCN(S(=O)(=O)c4ccc(F)cc4)CC3)c(C)c2c1,0.3,-2.5,2.4,-15,-3.1,-2.4,1,-2,0.0,-3,-1.3
CC(C)(C)NC(=O)C(c1ccccc1)N(Cc1ccco1)C(=O)c1csnn1 (centres undefined),1.1,-0.7,0.1,0,-0.4,-1.8,7,3,2.2,-2,-1.3
COc1cccc(CNCc2cc(OC)cc(OC)c2)c1,-2.0,-0.7,1.9,-5,-2.3,0.8,-3,14,2.9,-1,-1.6
CC(=O)OCC(=O)Nc1ccc(Br)c(C)c1,0.8,-0.1,1.6,4,-0.8,-1.4,2,5,0.1,4,-2.0
N#CCc1ccc(OC(=O)Nc2ccccc2)cc1,1.2,0.8,0.4,-7,4.6,1.2,0,7,-1.3,1,-0.5
O=C(CN1C(=O)c2ccccc2C1=O)NN1C(=O)c2ccccc2C1=O,1.7,0.5,2.2,0,0.4,-2.8,1,0,-2.0,0,-1.9
Cc1c(NC(=O)Nc2cccc(C(F)(F)F)c2)c(=O)n(-c2ccccc2)n1C,-0.4,0.2,1.4,-2,0.0,-0.8,-1,-4,1.1,-1,0.1
O=C(Nc1cccc(F)c1)OCCCN1CCC2(CCC(c3ccccc3)CC2)C1 (centres undefined),·,0.1,·,0,0.9,-1.1,6,5,·,-2,-1.3
COc1cccc(OCC(O)CNC(=O)c2oc3c(C)c(C)ccc3c2C)c1 (centres undefined),-0.6,-0.2,2.3,-9,-3.0,0.2,4,-14,-0.7,0,-0.1
COc1ccc(S(=O)(=O)N2CCCCC2)cc1NC(=O)CSc1nccn1C,-0.5,-0.3,-0.3,2,-3.0,-2.5,3,-2,-0.9,0,-0.8
CC1(C(=O)NS(=O)(=O)c2cccc(OC(F)F)c2)CCN1C(=O)C/C=C/c1ccccc1 (centres undefined),·,0.5,-1.5,-10,-0.1,-0.7,-2,-7,-0.6,-1,-0.8
Cc1ccccc1Nc1ncnc(N)n1,1.1,0.2,-1.4,-8,0.9,-1.0,3,5,0.4,-2,-1.5
COc1cc2c(cc1OC)CN(C(=O)C1CCCN(C(=O)c3ccc(Cl)cc3)C1)CC2 (centres undefined),-0.1,0.3,-0.2,-30,-1.7,-1.2,0,-7,-2.0,3,-1.6
c1ccc(OCc2nn3c(-c4ccccn4)nnc3s2)cc1,-0.7,-0.1,0.8,1,5.1,-1.2,2,0,0.3,3,-0.6
Brc1ccc(-c2nnc(SCCC3OCCCO3)o2)cc1,0.9,-0.2,4.2,1,4.5,1.0,6,-3,1.0,5,0.2
COc1ccc(/C=N/NC(=O)c2cccc(C(=O)N/N=C/c3ccc(OC)c(OC)c3)n2)cc1OC,0.0,-0.5,2.2,-86,2.6,-0.1,6,-9,0.4,0,-1.8
c1ccc(-c2csc3nnc(SCc4ccc5c(c4)OCCO5)n23)cc1,-0.1,-1.7,-0.7,1,-1.7,-2.3,2,-8,-1.6,-3,-1.3
COc1ccc(OC)c2sc(N3CCc4ccccc4C3)nc12,-0.9,-0.9,5.0,-8,1.4,-0.2,3,0,-0.3,1,-1.5
COc1ccc(-c2sc3ccccc3c2/C=C/c2ccncc2)cc1,0.8,0.4,2.5,-149,1.4,-1.0,0,8,-0.4,0,-1.2
CCc1ccc(CNc2ccc(N3CCN(C(C)=O)CC3)cc2)cc1,-0.2,-2.2,1.6,-116,1.0,-2.2,-3,0,-7.4,-1,-1.1

Individual results from the entries so far.
Reading of COc1ccc(OC)c2sc(N3CCc4ccccc4C3)nc12 under hgDAF12 agonist: 1.4
Reading of COc1cc2c(cc1OC)CN(C(=O)C1CCCN(C(=O)c3ccc(Cl)cc3)C1)CC2 (centres undefined) under hcDAF12 agonist: -1.2

Further structures
compound,DAX1 inh-1,DAX1 inh-2,FXN GAA850 act,PLC-beta3 inh,hgDAF12 agonist,hcDAF12 agonist,Rev-erbA mod,sPLA2-III inh,PG9 binder,SMARCA2 act,ssDAF12 agonist
C=CS(=O)(=O)N(Cc1ccccc1Br)[C@H](CO)Cc1ccccc1,-2.1,-1.8,-4.0,-2,-3.7,-3.0,-1,-20,-1.6,-2,-1.7
COc1ccc(-c2cc(CCCC(=O)NCc3ccccn3)no2)cc1,-2.9,-3.3,-7.8,-2,-10,-3.8,-5,-2,-1.9,-4,-2.0
CC(C)(C)C(=O)N1CCN(c2ccc([N+](=O)[O-])c(-n3nc(-c4ccccc4)c4ccccc4c3=O)c2)CC1,-1.9,-0.9,-1.5,3,0.0,-1.8,-3,-2,-1.1,0,-2.3
CCOc1ccc(N2CC(C(=O)N3CCCc4ccccc43)CC2=O)cc1 (centres undefined),0.5,-1.0,0.5,-6,7.8,2.8,-3,1,-0.4,-1,-0.7
CCn1c(C(=O)N2CCC(Cc3ccccc3)CC2)cc2sccc21,0.3,0.1,-0.2,-1,0.3,-1.2,-1,-7,1.1,-3,-1.7
COc1ccccc1C(=O)N(CN1CCCC1=O)c1cccc(Cl)c1,-0.3,-0.4,0.4,0,-1.8,1.5,1,1,0.0,-2,-1.5
O=C(c1[nH]ncc1-c1ccccc1)C1CO1 (centres undefined),-1.4,-0.3,3.9,-25,-0.3,-0.5,7,-4,2.1,3,-1.6
COc1ccc(Nc2nc(N)nc(CSC(=S)N3CCCCC3C)n2)cc1 (centres undefined),-1.4,0.4,5.8,-2,-0.4,-2.5,7,-12,-0.4,3,-2.0
CCn1c(C)[n+](CC(O)COCC2CC=CCC2)c2ccccc21 (centres undefined),-0.5,0.3,1.7,-2,-1.0,-1.0,-6,6,0.6,-4,-1.7
COc1cccc(-c2cc(C(F)(F)F)n3ncc(S(=O)(=O)c4ccccc4)c3n2)c1,0.0,0.1,1.0,-8,-1.0,-1.0,1,6,1.4,0,-1.6
Cc1ccc(-c2cc(C(=O)N/N=C/c3ccco3)n[nH]2)s1,0.2,-0.4,2.5,-3,3.7,-0.1,-2,2,0.4,-4,-1.4
N[C@H](C(=O)Nc1ccc(Cl)cc1C(=O)c1ccc[nH]1)c1ccccc1,·,·,·,-7,1.1,0.2,-3,10,·,·,-1.0
O=C(CN1CCN(CC(=O)c2ccccc2)CC1)c1ccccc1,-1.2,-0.3,-1.4,-15,4.4,1.4,1,14,-0.7,-4,-0.1
COc1cc(C(=O)N/N=C2\CCS(=O)(=O)c3ccc(F)cc32)cc(OC)c1OC,2.3,-0.7,0.4,0,-6.9,0.2,1,-6,-2.1,-2,-1.6
Nc1ccn([C@@H]2O[C@H](C(=O)N[C@H](CO)Cc3ccccc3)[C@@H](O)[C@H]2O)c(=O)n1,·,0.4,·,-1,2.2,-0.2,-4,15,-1.1,-6,-0.8
CC(NC(=O)CSc1nc(C2CC2)n(-c2ccccc2)n1)c1ccco1 (centres undefined),-1.0,-1.4,0.5,-8,1.6,0.8,5,-1,-1.4,0,-0.5
CCOC(=O)C1=C(C)NC2=C(C(=O)CC(C)(C)C2)C1c1ccsc1 (centres undefined),-0.8,0.0,-1.4,i,-2.5,-2.9,-9,8,1.0,-2,-1.4
Cc1ccc(OCC(=O)Nc2ccc3c(c2)C(=O)NC3=O)cc1,1.2,-0.2,-0.9,-6,2.2,0.0,2,3,-1.3,-2,-1.0
COc1ccc(/C=C2\SC(N3CCCCC3)=NC2=O)cc1,0.7,-0.1,1.1,-6,3.4,0.2,-5,-2,-3.9,7,-1.1
CC(=O)c1ccc(NC(=O)COC(=O)Cc2ccsc2)cc1,0.4,2.2,1.3,-3,-0.6,-1.5,-8,-1,-2.1,1,-1.2
S=c1[nH]nc(-c2cccnc2)n1-c1ccccc1,0.2,0.4,-3.6,4,-0.3,-1.4,-1,5,2.7,5,-1.4
Cc1cccc(-n2c(SCC(=O)N3CCC(C(=O)O)CC3)nc3ccccc3c2=O)c1C,-0.3,-0.1,0.8,-2,-2.0,-2.0,-4,-2,0.0,0,-1.3
Cc1cc(C)nc(NS(=O)(=O)c2ccc(NC(=S)NC(=O)c3cccnc3)cc2)n1,0.7,0.4,-1.1,3,-2.2,-0.3,-3,2,-2.9,-1,-0.6
O=C(COC(=O)c1ccccc1)Nc1ccc2[nH]c(=O)[nH]c2c1,-0.6,-0.6,-0.3,-7,0.3,-1.2,1,-7,-1.5,-3,-1.1
CN(CC(=O)NCCc1ccc(S(N)(=O)=O)cc1)Cc1c(F)cccc1Cl,-0.9,-0.1,-0.8,-3,0.4,-1.1,-2,-4,-0.7,1,-1.0
CCOP(=O)(c1ccccc1)C(O)c1ccccc1 (centres undefined),-0.6,-0.2,2.5,6,0.8,-2.3,-4,3,-2.5,2,-1.4

Rows were taken by chance (roughly 7% active in at least one column).
